Bioassay records: PubChem BioAssay, National Center for Advancing Translational Sciences (NCATS)
KDM5B inh = blocks human KDM5B histone demethylase activity | actives 2.6% (n = 220,000) | KDM5B demethylase, FDH-coupled NADH fluorescence (FDH is formaldehyde dehydrogenase) | Potency, µM (titrated, usually from 57.7 µM), inactives show at the top dose activity change, negative = inhibition, hits mostly inhibitors; active = well fitted inhibition curve with a large enough effect; inconclusive = small, poorly fitted or top-dose-only effect; inactive = no such curve, though single readings can be large or run the other way; note: 0% is about no effect; nearly all actives have a fitted effect of over 70% in size
Target sequence (Q9UGL1 whole entry, looked up): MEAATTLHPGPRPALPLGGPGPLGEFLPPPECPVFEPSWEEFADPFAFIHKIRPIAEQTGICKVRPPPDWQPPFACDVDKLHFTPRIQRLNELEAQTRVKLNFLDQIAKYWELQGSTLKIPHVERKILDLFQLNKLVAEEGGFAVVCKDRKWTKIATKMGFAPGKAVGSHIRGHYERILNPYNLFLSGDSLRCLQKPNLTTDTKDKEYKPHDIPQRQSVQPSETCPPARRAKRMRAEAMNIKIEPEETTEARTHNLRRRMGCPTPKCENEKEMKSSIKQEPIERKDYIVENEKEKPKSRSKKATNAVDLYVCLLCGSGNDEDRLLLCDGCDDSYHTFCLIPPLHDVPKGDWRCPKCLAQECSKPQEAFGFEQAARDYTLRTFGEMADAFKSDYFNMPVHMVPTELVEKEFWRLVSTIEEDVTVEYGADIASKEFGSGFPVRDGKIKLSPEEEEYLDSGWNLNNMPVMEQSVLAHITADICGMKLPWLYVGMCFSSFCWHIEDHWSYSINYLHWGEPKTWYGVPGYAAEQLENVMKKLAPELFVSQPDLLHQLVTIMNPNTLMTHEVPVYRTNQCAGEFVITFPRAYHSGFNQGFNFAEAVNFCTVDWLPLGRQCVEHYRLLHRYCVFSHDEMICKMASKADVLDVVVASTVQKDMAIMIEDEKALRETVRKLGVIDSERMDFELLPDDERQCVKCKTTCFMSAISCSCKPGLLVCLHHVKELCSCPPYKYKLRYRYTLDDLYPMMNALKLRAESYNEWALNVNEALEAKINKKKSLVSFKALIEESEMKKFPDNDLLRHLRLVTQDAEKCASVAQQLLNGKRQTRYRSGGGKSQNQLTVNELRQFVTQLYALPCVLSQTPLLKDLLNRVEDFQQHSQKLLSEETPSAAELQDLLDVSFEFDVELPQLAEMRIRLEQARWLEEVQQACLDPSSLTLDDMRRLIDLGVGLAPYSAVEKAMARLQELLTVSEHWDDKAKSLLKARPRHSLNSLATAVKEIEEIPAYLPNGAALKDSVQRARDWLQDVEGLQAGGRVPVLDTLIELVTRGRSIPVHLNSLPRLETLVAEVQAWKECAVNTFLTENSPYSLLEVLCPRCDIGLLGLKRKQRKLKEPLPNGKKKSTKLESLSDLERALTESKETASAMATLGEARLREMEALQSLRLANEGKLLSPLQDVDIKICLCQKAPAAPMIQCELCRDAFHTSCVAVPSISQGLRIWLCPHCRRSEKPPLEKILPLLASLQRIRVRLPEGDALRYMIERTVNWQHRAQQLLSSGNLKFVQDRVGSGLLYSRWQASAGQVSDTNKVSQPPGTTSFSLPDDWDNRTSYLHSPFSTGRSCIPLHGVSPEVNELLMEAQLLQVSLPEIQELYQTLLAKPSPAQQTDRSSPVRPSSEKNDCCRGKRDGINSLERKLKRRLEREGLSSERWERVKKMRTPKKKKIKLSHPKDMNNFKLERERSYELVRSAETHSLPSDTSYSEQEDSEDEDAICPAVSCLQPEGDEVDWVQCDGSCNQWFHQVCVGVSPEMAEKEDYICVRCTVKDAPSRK
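qHTS format, multiple compound concentrations. Buffer 50 mM HEPES pH 7.5/0.01% Tween-20; 200 nM KDM5BΔAP final; 10 min compound preincubation; substrate-mix levels 12.5 µM peptide, 25 µM α-KG, 0.25 mM NAD⁺; 30 min RT; ΔRFU.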
* hit, by the source's call; i = inactive; ? = inconclusive; & = joins results of further samples; [ ] = another dose, or the depositor's remark. Potency is the fitted concentration of half-maximal effect.

SMILES	KDM5B inh
CNC(=S)N(CCc1c(C)[nH]c2ccccc12)Cc1cccnc1	36.2%
CCc1nn2c(=O)cc(COC(=O)c3cccs3)nc2s1	-11.7%
COc1ccc(NC2CCCN(C(=O)c3oc(C)cc3C)C2)cc1OC (stereo unspecified)	-5.1%
CCOC(=O)c1cnc2cc(-c3ccc(Cl)cc3)nn2c1-c1ccccc1	-19.5%
CCCC(=O)N1CCC2CC(=O)NCCC2C1 (stereo unspecified)	20.0%[230 µM]
COc1ccccc1C1c2c(n[nH]c2C)Nc2[nH]c(=O)[nH]c(=O)c21 (stereo unspecified)	?
Cc1n[nH]c(=O)nc1SCC(=O)Nc1ccc(C(=O)OC(C)C)cc1	-26.4%
CCOC(=O)Cn1nc(-c2ccccc2)c(-c2ccccc2)nc1=O	5.8%
C#CCNC(=O)C[C@@H]1O[C@H](CNS(=O)(=O)c2ccc(C)cc2)[C@@H](O)[C@H]1O	32.2%[86.2 µM]
COc1ccccc1NC(=O)CSc1ncc(CO)n1Cc1ccc(F)cc1	15.6%&-22.5%
O=C(O)c1cccc(COc2cccc(Br)c2)c1	13.7%
Cc1ccccc1C(=O)N1CCCCC12Cc1ccccc1NC2=O (stereo unspecified)	-7.0%&-8.8%[86.2 µM]
O=C(c1ccco1)N1CCCN(c2cc(-c3ccc(Br)cc3)[nH]n2)CC1	10.2%
O=C(c1n[nH]c(=O)c2ccccc12)N1CCC(n2c(=O)[nH]c3ccccc32)CC1	-16.2%
O=C(CCn1ccn2nc3c(c2c1=O)CCCC3)Nc1ccc(F)cc1Br	-3.0%
COc1ccc(-c2cc(C(=O)O)n(Cc3ccccc3)n2)cc1	-9.7%
CCc1ccc(-n2cnc3cc(C(=O)NCc4ccc(C)cc4)ccc32)cc1	-19.0%
O=C(OCC1C(COC(=O)c2ccccc2Cl)C1(Cl)Cl)c1ccccc1Cl (stereo unspecified)	20.8%
CCc1c(C)nc2n(c1=O)CN(Cc1cccnc1)CN2c1ccc(F)cc1	?
CCCN(Cc1ccccc1)Cc1cc(=O)oc2ccc(OC)cc12	-21.5%
O=S(=O)(c1cccs1)N1CCOc2ccc(COCc3ccc(Cl)cc3)cc2C1	-22.1%
Cc1ccsc1C(=O)NCCc1ccc(S(N)(=O)=O)cc1	-17.1%
COc1ccccc1CCNC(=O)c1cccn1-c1nnc(N2CCCCC2)s1	-24.1%
CN(CCOc1ccccc1F)c1nc(-c2cccnc2)nc2ccccc12	9.5%
COc1ccc(CNC(=O)[C@@H]2CCC[C@@H](NCc3c(C)noc3C)CN(C)C(=O)C2)cc1	-7.0%
COc1ccc(OC)c(Nc2cc(C(=O)NCc3ccccc3)c3ccccc3n2)c1	-8.8%
CC(NC(=O)c1ccc(Nc2nc3ccccc3n3nnnc23)cc1)c1ccccc1 (stereo unspecified)	?
CN(Cc1cn(-c2ccccc2)nn1)Cc1noc(C2CCC2)n1	30.5%[activator]
O=C(O)/C=C/c1cc(Br)ccc1F	-0.1%
COc1ccc(Nc2nc(-c3ccccc3)c3cc(Br)ccc3n2)cc1	-7.5%
CCCN(C)c1ccc(/C=N/NC(=S)Nc2cccc(C)c2)cc1	?
S=C(NCCC(c1ccccc1)c1ccccc1)NC1CC1	18.3%
Cc1[nH]c2ccccc2c1SCCNC(=O)c1ccncc1	7.7%
Cc1ccc(CNC(=O)CCc2conc2-c2ccc(F)cc2)o1	?
O=C(O)c1cc(S(=O)(=O)Nc2ccc3cn[nH]c3c2)ccc1Cl	-31.8%
Cc1ccc(CNc2nc3c(c(=O)n(C)c(=O)n3C)n2Cc2ccc(Cl)cc2)cc1	13.2%
COc1ccc(-c2noc(C(=O)O)c2[C@@H](C)NC(=O)C2CCCC2)cc1	-38.2%[86.2 µM]
CCCCNC(=O)Cn1c(=O)cc(C)c2c(C)nn(-c3cccc(Cl)c3C)c21	?
COc1ccc2oc(=O)c(C(=O)NCCc3c(C)[nH]c4c(Cl)cccc34)cc2c1	-46.2%
CC(C)c1noc(-c2cn(C3CCN(C(=O)c4ccc(F)cc4)CC3)nn2)n1	-8.5%
COCCc1noc([C@@H]2CC(F)(F)CN2C(=O)c2cnc(C)cn2)n1	33.5%
O=C(O)/C=C/c1ccc(-c2ccc(Br)cc2)o1	494.8%[activator]
Cc1ccc(CC2(O)CC(C)N(C)CC2C)cc1 (stereo unspecified)	-14.2%
COC(=O)C(C)(C)NC(=O)c1ccc2c(c1)NC(=O)CS2	17.2%
CN1C(=O)C(c2ccccc2)CC12CCN(CCC(=O)O)CC2 (stereo unspecified)	-0.6%
CC(OC(=O)c1ccc(CCNS(C)(=O)=O)cc1)C(=O)N1CCOCC1 (stereo unspecified)	-12.0%
CCOC(=O)C1(Cc2ccccc2C)CCCN(Cc2nccn2CC)C1 (stereo unspecified)	-2.3%
Cc1cc2nc(-c3ccc(OCc4ccc(F)cc4)cc3)cc(C(F)(F)F)n2n1	-0.6%

Retrieved one by one from the entries so far (three):
SMILES	KDM5B inh
Cc1cc2nc(-c3ccc(OCc4ccc(F)cc4)cc3)cc(C(F)(F)F)n2n1	-0.6%
COc1ccc(-c2noc(C(=O)O)c2[C@@H](C)NC(=O)C2CCCC2)cc1	-38.2%[86.2 µM]
CN1C(=O)C(c2ccccc2)CC12CCN(CCC(=O)O)CC2 (stereo unspecified)	-0.6%

Later entries
SMILES	KDM5B inh
CC(C)C(=O)Nc1ccc(NC(=O)Cc2c[nH]c3ccccc23)cc1	14.2%
Fc1ccc(-c2cccc(CN3CC4CCC(C3)N4c3ccc(C(F)(F)F)cc3)c2)c(F)c1	-10.4%[115 µM]
Cc1c(C(=O)C(=O)NC(C)c2ccccc2)c2ccccc2n1C (stereo unspecified)	5.4%
CN(CC(=O)Nc1ccccc1OCC(F)(F)F)S(=O)(=O)c1ccc2ccccc2c1	-16.0%
OC1(CN2CCN(CCc3ccccn3)CC2)CCCNC1 (stereo unspecified)	7.7%
N#Cc1cccc(-c2cn3c(n2)N(C(=O)c2ccoc2)CCC3)c1	25.1µM*
CC1CN(CCCOc2ccc(C#N)cc2)CCO1 (stereo unspecified)	21.1%
CCOc1ccc(CCNC(=O)c2ccc(-c3nc(CSc4ccccc4)c(C)o3)cc2)cc1	-18.8%
CC(C)(C)c1cc(C(=O)NCCc2ccc(Cl)cc2)nn2cccc12	2.9%[149 µM]
CN(C)C(=O)C1CN(C(=O)CCCc2ccccc2)CC12CCOCC2 (stereo unspecified)	14.4%
COCc1nncn1C1CCN(C(=O)c2cc(F)cc(F)c2)CC1	-5.8%
O=C(c1cc(Cl)ccc1F)N1CCC(Cc2nc(-c3cnccn3)no2)CC1	20.3%

The closing two entries of the part before open the next one.
SMILES	KDM5B inh
COCc1nncn1C1CCN(C(=O)c2cc(F)cc(F)c2)CC1	-5.8%
O=C(c1cc(Cl)ccc1F)N1CCC(Cc2nc(-c3cnccn3)no2)CC1	20.3%
O=C(Cc1ccc(F)cc1)NCc1ccnc(OCc2ccccc2)c1	8.8%
O=C(N[C@H]1CCN2C(=O)c3cc(-c4ccccc4F)ccc3NC(=O)[C@H]12)c1cccs1	-1.9%
Cn1nc(C(=O)OCC(=O)Nc2ccc(F)cc2F)c2ccccc2c1=O	14.7%
CCCN(C)C(=O)CCC[C@H]1NC[C@@H]2C[C@H]1CN(Cc1ccccc1)C2	?
CCc1cccc2c(C(=O)Cn3cc(S(=O)(=O)N4CCCC4)ccc3=O)c[nH]c12	-3.0%
CCOc1cccc2sc(N(Cc3cccnc3)C(=O)c3ccco3)nc12	?
O=C1CC(c2cccc(Cl)c2Cl)c2cc3c(cc2N1)OCCO3 (stereo unspecified)	1.7%
CC(C(=O)Nc1ccc(OC(F)(F)F)cc1)N1CCN(c2ccc([N+](=O)[O-])c3cnccc23)CC1 (stereo unspecified)	-7.5%
C#Cc1cccc(OC[C@@H](O)CN2CCC(C(O)(c3ccccc3)c3ccccc3)CC2)c1	-17.4%
COc1ccccc1CCNC(=O)Cc1ccc(NC(=O)N2CCSc3ncccc32)cc1	?
COCCN1C(=O)c2ccccc2C(C(=O)NCCc2c[nH]c3ccccc23)C12CCCC2 (stereo unspecified)	22.4µM*
COc1cccc(Nc2c(-c3cccc(O)c3)nc3cccc(C)n23)c1	?
C=C(C)n1c(=O)n(Cc2ccccc2C)c2ccccc21	10.6%
COc1ccccc1-c1cc(=O)c2cc(NC(=O)c3ccccc3F)ccc2o1	4.0%
CCOc1ccc(C(=O)Nc2c3c(nn2-c2ccccc2)CS(=O)(=O)C3)cc1	-13.4%
CN1CCN(CCNC(=O)c2sc3ncccc3c2-n2cccc2)CC1	-11.1%
N#Cc1nc(-c2ccco2)oc1N1CCN(Cc2ccccc2)CC1	-0.2%
CCN(C(=O)c1cc2c(Cl)nc3ccc(C)cc3c2s1)c1cc(OC)ccc1OC	-34.7%
CCc1ccccc1NC(=O)C(=O)c1cc(C)n(-c2ccccc2F)c1C	?
COc1ccc(NC(=O)C2CCN(c3cc(C(F)(F)F)ncn3)CC2)c(OC)c1	13.7%
COc1cccc(C2CCCN2C(=O)NCCn2ccnc2)c1 (stereo unspecified)	15.8%
CC(C)c1noc(-c2cccn3c(CNC(=O)c4ccc(Cl)cc4)nnc23)n1	25.1µM*
CC(C)NC(=O)N1C[C@@H](F)[C@@H](OCc2nc3ccccc3o2)C1	9.6%[86.2 µM]
Cc1nc(NC(=O)C(C)C)ccc1I	6.0%
COCC(=O)NC1CCC12CCN(S(=O)(=O)C(C)C)CC2 (stereo unspecified)	-7.6%
Cc1ccc(Cn2c(C)c(CNCc3ccc(OC(C)C)cc3)c(C(=O)O)c2C)cc1	-41.2%
CCN(Cc1cccs1)C(=O)CCc1ccccc1	20.5%
COc1cccc(NC(=O)CSc2nc(=O)n(Cc3ccccn3)c3c2CCC3)c1	-27.2%
CC1(C(=O)O)COC(c2ccc(Cl)cc2)OC1 (stereo unspecified)	38.0%[activator]
CCOc1ccc(C(=O)N[C@H]2C[C@@H]3OCC[C@H]23)cc1OCC	-6.5%
COc1ccc(Nc2ccccc2NC(=O)c2ccccc2Br)cc1	6.0%
CNC(=O)N1CCCCCCNC(=O)[C@@H]2C[C@@H](c3nc(-c4cccnc4)no3)C[C@@H]21	4.2%
CC(NC(=O)c1cccc(F)c1)C1CC2CCC1C2 (stereo unspecified)	13.4%
O=C(O)c1ccc(NCc2nc3ccccc3n2Cc2ccccc2)cc1	25.9%
COCc1cc(C)nc2sc3c(c12)NCN(c1ccc(C)cc1)C3=O	4.6%
Cc1cccc(N2CC(C(=O)Nc3nnc(SCC(=O)NCC4CCCO4)s3)CC2=O)c1 (stereo unspecified)	?

A draw from above in order of formula weight, high to low:
SMILES	KDM5B inh
COCc1cc(C)nc2sc3c(c12)NCN(c1ccc(C)cc1)C3=O	4.6%
CC(NC(=O)c1cccc(F)c1)C1CC2CCC1C2 (stereo unspecified)	13.4%
CC1(C(=O)O)COC(c2ccc(Cl)cc2)OC1 (stereo unspecified)	38.0%[activator]

Next results follow:
SMILES	KDM5B inh
CC(C)(C)N(Cc1ccccc1)C(=O)COc1ncnc2ccccc12	2.0%
CNC(=O)N1C[C@@H](CN(C)C)[C@H](NS(=O)(=O)c2c(C)noc2C)C1	?
CC(=O)Nc1cccc(NC(=O)CC(C)c2ccccc2)c1 (stereo unspecified)	-12.9%
Cn1nnnc1NCc1ccc(-c2cccc(Cl)c2)o1	-22.0%
CN(CC(=O)NC(N)=O)C(c1ccccc1)c1ccccc1	10.1%
Cc1cccc(C(=O)n2c(=S)nc3cc(C)ccn32)c1	?
CC(=O)N1CCCC(c2nn(C)c(=O)n2C2CCCC2)C1 (stereo unspecified)	-6.8%
Cn1cc(-c2cccc(O)c2)c2nc(COc3ccc(Cl)cc3)cn2c1=O	-32.0%[86.2 µM]
COc1ccc2c(c1)c(CN1CCC3(CC1)CC(O)CCO3)cn2C (stereo unspecified)	-1.9%
C[C@@H]1CN(C(=O)c2ccc3c(c2)N(C)C(=O)CO3)C[C@@]1(O)C1CCC1	46.6%
CCCCCCCCCNc1c2c(nc3ccccc13)CC(C)(C)CC2=O	?
CC(C)CCOc1ccc(/C=C(/C#N)c2nc3ccccc3[nH]2)cc1	2.4%
CCN(CC)S(=O)(=O)c1cccc(NS(=O)(=O)c2ccc3ccccc3c2)c1	-8.1%
CCc1ccc(NC(=O)c2nn(-c3ccc(F)cc3)c(=O)cc2OC)cc1	-15.5%
CCN(CC)c1ccc(NS(=O)(=O)c2ccc(-c3coc(C)n3)cc2)c(C)c1	-60.0%
Cc1ccc2nc(NC(=O)CSc3nccn3-c3ccc(Cl)cc3)sc2c1	-3.4%
O=C(C1CC1)N1CCCN(Cc2ccc3c(c2)OCO3)c2ccccc21	?
Cc1ccc(Cl)cc1NC(=O)CC1Sc2ccccc2NC1=O (stereo unspecified)	2.8%
O=[N+]([O-])c1cccc(C2C3CCC/C(=C\c4ccco4)C3=NN2c2ccccc2)c1 (stereo unspecified)	3.8%
CN(C)C[C@@H]1CN(S(C)(=O)=O)C[C@H]1NC(=O)c1cccc2[nH]ccc12	i
O=C(CN1CCN(c2ccc(C(F)(F)F)cn2)CC1)NC1CCCCC1	7.4%
Cc1noc(C)c1[S+](=O)([O-])N1CCC2(CC1)C(=O)NN=C2c1ccccn1	-10.7%
CCN(C(=O)c1cccc(C(N)=O)c1)C1CC1	22.0%
S=C(NCCc1ccccc1)Nc1ccc(NC(=S)NCCc2ccccc2)c(Cl)c1	-4.6%
COc1ccc(NC(=O)CCc2sc(C)nc2-c2cccs2)cc1OC	2.6%
COc1ccc(C(=O)N2CCN3C(=O)N(Cc4ccccc4)C[C@H]3C2)cc1	-17.9%[86.2 µM]
CC(C)(C)NC(=O)CC1(C(=O)NCC2(c3ccccc3)CC2)CCCC1	2.2%
Cc1cc(CSc2ncccc2C(=O)Nc2ccnn2Cc2ccccn2)no1	?

Not all compounds are listed; rates above refer to the full screens.
